A-T KAP1 phos – qHTS Assay for Identifying a Potential Treatment of Ataxia-Telangiectasia | […] A-T fibroblasts, KAP-1 phosphorylation AlphaLISA; neocarzinostatin DNA damage 30 min before lysis | Potency, µM (top dose mostly 57.5 µM), for inactives: at the top dose activation, most hits filed as activators | 0.19% of 320,000 active; note: potency is the fitted concentration of half-maximal effect; % of control where 0% means no effect; nearly all actives have a fitted effect of over 45% in size
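hTERT-immortalized A-T patient fibroblasts ([…]), 500 cells/well in OPTI-MEM, 1% FBS, got compounds for 60 min, then NCS for 30 min at 37C. Lysates were then assayed for phospho-KAP-1 by AlphaLISA (anti-pKAP1 donor, anti-KAP1 acceptor beads), 6 hr at 25C.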
Eya2 phos inh – qHTS Assay for Inhibitors of the Phosphatase Activity of Eya2 | 0.006% of 330,000 active | AID 488837, 2010 | Potency, µM (top dose mostly 76.9 µM), without a hit: at the top dose activity, negative = inhibition, hits mostly inhibitors | recombinant Eya2, OMFP fluorescence dephosphorylation (OMFP is methylfluorescein phosphate) | Protein phosphatase EYA2 (Homo sapiens), O00167; note: potency is the fitted concentration of half-maximal effect; % is set by controls: 0 for no effect and ±100 for the full control effect
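Eya2 protein (added as 0.2 uM solution) was preincubated with compound for 10 min at ambient temperature in 50 mM HEPES pH 7.5, 50 mM NaCl, 5 uM MgCl2, 0.05% BSA, 1 mM DTT. OMFP (added at 50 uM) then reacted 10 min; fluorescence read at 485/525 nm.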
ELG1 repair inh – qHTS screen for small molecules that inhibit ELG1-dependent DNA repair in human embryonic kidney (HEK293T) cells expressing luciferase-tagged ELG1. HEK293T ELG1-luciferase reporter, luminescence, 16 h; DNA damage induced by 5-fluorouridine. Potency, µM (series often up to 46.1 µM), for the others: at the highest dose activity change, negative = inhibition, hits mostly inhibitors. 2.3% of 330,000 active. AID 504467, 2011; note: potency is the fitted concentration of half-maximal effect; % is set by controls: 0 for no effect and ±100 for the full control effect; nearly all actives have a fitted effect of over 55% in size
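Step one: seed 2,000 cells per well. Step two: pin-transfer compound or DMSO alongside 5-fluorouridine. Step three: incubate 16 hr, 37 °C, 5% CO2. Step four: add ONE-Glo, wait 30 min, read luminescence.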
TSHR antag – Antagonists of the Thyroid Stimulating Hormone Receptor: HTS campaign; Thyrotropin receptor (Homo sapiens), P16473; activity change, negative = inhibition, % at 11.5 µM; 0.2% of 330,000 active; TSHR-expressing cells, TSH-stimulated cAMP HTRF, 2 h; stronger effect = lower value; AID 504810, 2011;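 active = activity change below a set negative limit, meaning inhibition stronger than a set level, cut at about -70% in these data; inconclusive = activity change between two set negative limits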; note: % is set by controls: 0 for no effect and ±100 for the full control effect
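TSHR-expressing cells, 200/well, pre-treated with compound, then stimulated with EC80 TSH (4nM final) for 2 hours at 37 deg C. cAMP measured by competitive HTRF: anti-cAMP cryptate antibody in lysis buffer plus cAMP-d2, read after 30 minutes at room temperature.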
Tb PFK inh – qHTS Assay to Find Inhibitors of T. brucei phosphofructokinase | Potency, µM (titrated, usually from 57.5 µM), without a hit: at the top dose activity, negative = inhibition, hits mostly inhibitors | AID 485367, 2010 | 0.17% of 330,000 active | ATP-dependent 6-phosphofructokinase (Trypanosoma brucei brucei), O15648 | T. brucei PFK, ADP-Glo luminescence;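 note: potency is the fitted concentration of half-maximal effect; 0% = uninhibited 1x PFK enzyme wells and -100% = no-enzyme wells; nearly all actives have a fitted effect of over 60% in size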
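Luminescent ADP detection (ADP-Glo, two-step: ATP depletion then ADP-to-ATP conversion for luciferase) reported PFK activity after 45 min room-temperature reaction of 1.25 nM enzyme with 0.5 mM F6P and 0.1 mM ATP at pH 8.0.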
BCR signal inh – qHTS Assay to Find Inhibitors of Chronic Active B-Cell Receptor Signaling; 0.05% of 340,000 active; AID 493014, 2011; ABC-DLBCL IkBa-CBG/CBR reporter, luminescence ratio, 4 h; Potency, µM (titrated, usually from 46.1 µM), for the others: at the top dose ratio change, negative = lower green/red ratio, most hits filed as inhibitors; active = well fitted inhibition curve with a large enough effect in the signal ratio, with a control signal flat, not every such curve was filed as active; inconclusive = small, poorly fitted or top-dose-only effect, or effect the other way, or a change in a side signal; the % refers to the signal ratio;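 note: potency is the fitted concentration of half-maximal effect; plate controls were basal doxycycline-induced cells for no effect and cells given 10 µM MG132 for full effect; MG132 reads +100%, hits lower the ratio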
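Doxycycline induced both beetle luciferases in TMD8 lymphoma cells; IKK-driven degradation limits the IkappaBalpha-fused green signal, while red luminescence normalises for cell number and nonspecific effects. Compounds tested up to 46 uM, 4 hrs.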
Mito fusion yeast – qHTS Assay for Small Molecule Inhibitors of Mitochondrial Division or Activators of Mitochondrial Fusion; AID 485298, 2010; Potency, µM (doses to about 46.1 µM), inactives show at the top dose growth rescue (activation), hits mostly activators; 0.23% of 320,000 active; S. cerevisiae fusion-defective mutant growth rescue, CellTiterGlo 48 h;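 note: potency is the fitted concentration of half-maximal effect; % of control where 0% means no effect; nearly all actives have a fitted effect of over 45% in size; temperature-sensitive fusion mutants such as fzo1-1 at 37 °C on non-fermentable ethanol glycerol medium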
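Yeast fusion mutant, YPEG (non-fermentable carbon), compound, 48 h at 37C non-permissive; CellTiterGlo added, 10 min RT, luminescence read. Rescued growth = division inhibition.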
a7 integrin act – qHTS for Activators of Integrin-Mediated Alleviation for Muscular Dystrophy. 0.064% of 350,000 active. alpha7betagal myoblasts, beta-gal FDG fluorescence, 48 h. Potency, µM (top dose mostly 38.3 µM), inactives show top-dose activation, most hits filed as activators;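 note: potency is the fitted concentration of half-maximal effect; 100% = response of the positive control SU9516; nearly all actives have a fitted effect of over 60% in size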
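Alpha7betagal+/- myoblasts (passage 13) were plated 16-24 hr, then exposed to compounds (1:260 dilution of DMSO stock) for 48 hours at 37C. After MPER lysis, β-galactosidase reporter activity was read as FDG fluorescence (ex 480/em 540) after 30 minutes.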
S-ASM inh – Inhibitors of Secretory Acid Sphingomyelinase (S-ASM): qHTS; Potency, µM (doses to about 57.5 µM), for inactives: at the highest dose activity change, negative = inhibition, most hits filed as inhibitors; 0.006% of 340,000 active; placental ASM, HMU-PC fluorogenic substrate, 60 min; Sphingomyelin phosphodiesterase (Homo sapiens), P17405; AID 504937, 2011; note: potency is the fitted concentration of half-maximal effect
Target sequence (P17405 47-631 limits assumed): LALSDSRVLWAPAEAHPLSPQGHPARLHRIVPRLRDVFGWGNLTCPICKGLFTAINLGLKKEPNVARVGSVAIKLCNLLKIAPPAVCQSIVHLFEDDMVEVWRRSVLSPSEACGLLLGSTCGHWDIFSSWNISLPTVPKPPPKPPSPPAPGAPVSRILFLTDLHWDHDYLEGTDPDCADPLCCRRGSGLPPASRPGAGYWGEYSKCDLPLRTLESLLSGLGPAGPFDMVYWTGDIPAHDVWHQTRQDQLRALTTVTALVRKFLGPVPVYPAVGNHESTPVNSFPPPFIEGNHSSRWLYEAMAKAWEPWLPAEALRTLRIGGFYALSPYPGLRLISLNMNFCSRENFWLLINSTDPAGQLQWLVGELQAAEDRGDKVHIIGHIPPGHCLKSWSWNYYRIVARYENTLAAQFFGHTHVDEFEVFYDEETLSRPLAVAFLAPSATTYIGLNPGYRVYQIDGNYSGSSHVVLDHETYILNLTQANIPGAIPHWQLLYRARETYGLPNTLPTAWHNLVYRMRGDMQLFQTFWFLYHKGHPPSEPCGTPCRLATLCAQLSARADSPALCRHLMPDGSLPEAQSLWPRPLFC
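Steps: dispense placental human ASM, pin compound, wait 10 min at room temperature, add HMU-PC0 substrate at 9 uM final, incubate 60 min at 37 °C, add stop solution raising pH to 10, read fluorescence.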
PTAP TSG101 blk – qHTS Assay for Iinhibitors of HIV-1 Budding by Blocking the Interaction of PTAP/TSG101 | Fluorescence polarization, FITC-PTAP peptide / Tsg101 binding | 340,000 tested, under 10 active | Potency, µM (top dose mostly 115 µM), without a hit: at the top dose activity change, negative = inhibition, usual class: inhibitors | AID 493005, 2010; active = well fitted inhibition curve with a large enough effect in the main read-out, with a control signal flat, not every such curve was filed as active; inconclusive = small, poorly fitted or top-dose-only effect, or effect the other way, or a change in a side signal; inactive = no such curve, though single readings can be large or run the other way; note: potency is the fitted concentration of half-maximal effect; % of control where 0% means no effect
Target sequence (Q99816 whole entry, looked up): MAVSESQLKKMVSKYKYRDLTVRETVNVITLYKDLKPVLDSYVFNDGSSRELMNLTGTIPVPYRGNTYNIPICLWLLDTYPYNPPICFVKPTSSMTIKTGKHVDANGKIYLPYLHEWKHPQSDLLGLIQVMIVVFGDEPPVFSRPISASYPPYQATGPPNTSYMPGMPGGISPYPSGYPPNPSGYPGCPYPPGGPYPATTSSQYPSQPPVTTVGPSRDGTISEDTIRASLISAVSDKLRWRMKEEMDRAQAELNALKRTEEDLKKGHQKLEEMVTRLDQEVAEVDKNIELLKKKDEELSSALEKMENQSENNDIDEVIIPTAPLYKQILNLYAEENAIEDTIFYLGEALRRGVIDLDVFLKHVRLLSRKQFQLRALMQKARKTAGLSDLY
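Fluorescence anisotropy tracks displacement of a FITC-tagged PTAP peptide (50 nM) from the Tsg101 binding domain (10 uM), following a 20 min room-temperature incubation at pH 7.5.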
TCR activator – Activators of T cell receptors: qHTS campaign | primary human leukocytes, anti-CD3, IL-2 HTRF, 48 h | Potency, µM (doses to about 9.22 µM), for inactives: at the top dose activation of IL-2 secretion, most hits filed as activators | 330,000 tested, under 10 active | AID 504894, 2011; note: % of control where 0% means no effect
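Activity was scored as IL-2 release from primary human leukocytes given only a TCR signal (a-CD3 beads) plus compound for 48 hr. Detection used a two-antibody HTRF format read at 665nm.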
* marks the source's active call; other numbers are inactive results; ? = inconclusive; nt = not tested or not shown; [ ] = dose if it differs, or a comment. Unless noted, calls come from the whole dose curve; as a rule, active = well fitted curve in the direction sought with a large enough effect; inconclusive = small, poorly fitted or top-dose-only effect, or another doubt; inactive = no such curve, though single readings can be large; an effect the other way counts as inactive or inconclusive. The order is random (roughly 3.2% active in at least one column).

SMILES	A-T KAP1 phos	Eya2 phos inh	ELG1 repair inh	TSHR antag	Tb PFK inh	BCR signal inh	Mito fusion yeast	a7 integrin act	S-ASM inh	PTAP TSG101 blk	TCR activator
O=C(O)CNC(=O)C(Cc1ccccc1)NC(=O)OCc1ccccc1 (stereo not drawn)	4%	13%	-1%	-4	-4%	1%	-2%	17%	4%	0%	-9%
Nc1nonc1-n1nnc(C(=O)N/N=C/c2ccccn2)c1CNc1ccccc1	7%	2%	11%	1	5%	-8%	5%	-33%	-3%	-7%	0%
COC(=O)c1ccc(COc2cccc3c2CCN(Cc2ccccc2)C3=O)o1	4%	-3%	23µM*	-19	-3%	?	3%	-28%	5%	3%	-1%[46.1 µM]
COC(=O)C(CCSC)NC(=O)c1cn(-c2ccc(OC)cc2)c(=O)c2ccccc12 (stereo not drawn)	8%	0%	-2%	4	0%	-3%	-5%	-8%	-2%	0%	1%
CCCCn1c(SCC(=O)OCC)nc2c(sc(=S)n2-c2ccccc2OC)c1=O	5%	-16%	-9%	-2	0%	-4%	3%	-5%	-3%	-1%	-4%
CC(C)CC(COCc1ccc(Cl)cc1)N1CCN(C(=O)c2ccc(C(F)(F)F)cc2)CCC1=O (stereo not drawn)	0%	-18%	?	-4	5%	?	25%	-39%	-7%	-8%	-4%
CC(=O)N1CCc2cc(S(=O)(=O)CCC(=O)Nc3c(C)n(C)n(-c4ccccc4)c3=O)ccc21	3%	1%	-4%	2	-1%	2%	-4%	9%	0%	-3%	-1%
COc1ccc2c(CCNC(N)=S)c[nH]c2c1	-8%	2%	11%	3	1%	?	2%	15%	5%	-9%	16%
CCC(C)NC(=O)C1c2ccccc2C(=O)N1Cc1ccc(F)cc1 (stereo not drawn)	-16%	9%	4%	1	-7%	3%	5%	-31%[inhibitor]	3%	-2%	0%
Cc1cccc(Cc2cnc(NC(=O)c3ccc(C)o3)s2)c1	nt	9%	?	-13	3%	17%	?	-6%	-2%	1%	-8%
C[C@H](CO)N1C[C@H](C)[C@@H](CN(C)Cc2ccccc2)Oc2c(NS(=O)(=O)c3ccccc3)cccc2C1=O	-3%	22%	?	-2	4%	0%	nt	0%	5%	0%	2%
CCOC(=O)Cc1csc(NC(=O)c2sc3nc4cc(C)ccc4cc3c2N)n1	13%	-3%	?	-21	1%	?	0%	-15%	-10%	?	8%[46.1 µM]
Cc1ccc(NC(=O)CSc2ncn[nH]2)cc1S(=O)(=O)N1CCOCC1	1%	-4%	10%	-5	9%	?	-10%	0%	2%	-6%	-1%
CCN(CC)CCNC(=O)/C(=C/c1cn(C)c2ccccc12)NC(=O)c1ccc(OC)c(OC)c1	4%	24%	1%	5	5%	?	4%	-26%	2%	-12%	2%
COc1ccc(C2CC(c3ccccc3OC(=O)/C=C/c3ccccc3)=NN2C(C)=O)cc1 (stereo not drawn)	27%	14%	4%	-9	1%	1%	8%	0%	-4%	0%	0%
C=CCn1c(-c2cccc(Cl)c2)n[nH]c1=S	-1%	-15%	2%	36	0%	-1%	-17%	-6%	-3%	0%	-1%
O=C(CSc1nnc(-c2ccc(Cl)s2)o1)N1CCOCC1	4%	3%	?	25	1%	5%	2%	nt	nt	nt	nt
CCN(CC)c1ccc(N/C(N)=N/c2nc(C(F)(F)F)cc(=O)[nH]2)cc1	0%	-3%	5%	0	4%	11%	-1%	-20%	-1%	0%	-3%
CCC(CC)N1CCN(C(=O)c2cc(OC)c(OC)c(OC)c2)CC1	10%	6%	-11%	7	-5%	2%	1%	23%	-4%	-1%	5%
Cc1cc(C(=O)NC(=S)Nc2ccccc2N2CCOCC2)ccc1[N+](=O)[O-]	-2%	12%	?	-5	-2%	?	-3%	23%	0%	-3%	1%[46.1 µM]
Cc1ccccc1NC(=O)c1cccc(N2C(=O)C3CCCCC3C2=O)c1 (stereo not drawn)	10%	-5%	5%	32	1%	?	-6%	28%	-1%	-2%	-4%
CCOc1ccccc1Nc1ncnc2ccccc12	4%	16%	-11%	1	-4%	6%	-5%	11%	0%	-3%	3%
CC(=O)Nc1ccc(NC(=O)C2CCCN2S(=O)(=O)c2cccc3nsnc23)cc1 (stereo not drawn)	-3%	1%	-7%	10	1%	?	14%	6%	3%	-3%	0%
CS(=O)(=NS(=O)(=O)c1ccc(Cl)cc1)c1ccccc1 (stereo not drawn)	-2%	-21%	8%	0	-3%	?	-5%	?	6%	-5%	8%
O=C(CSc1nncs1)Nc1ccc(N2CCCCC2)cc1	-12%	-4%	?	-24	0%	0%	2%	-11%	-2%	-7%	-1%
The list goes on:
SMILES	A-T KAP1 phos	Eya2 phos inh	ELG1 repair inh	TSHR antag	Tb PFK inh	BCR signal inh	Mito fusion yeast	a7 integrin act	S-ASM inh	PTAP TSG101 blk	TCR activator
CC(C)N1CC2=C(C1=O)C(c1ccc(O)cc1)NC(=O)N2C (stereo not drawn)	2%	-12%	13%	9	1%	0%	0%	-28%	-1%	0%	1%
CCC1CCCCN1C(=O)Cn1c(C(=O)OC)cc2sc(Cl)cc21 (stereo not drawn)	16%	-21%	-2%	1	0%	?	7%	-10%	0%	1%	2%
CC(NC(=O)c1cc(S(=O)(=O)N2CCOCC2)ccc1N1CCCC1)c1ccc(Cl)c(Cl)c1 (stereo not drawn)	6%	-19%	-12%	1	13%	-11%	-4%	-53%	-11%	0%	-4%
COc1ccc(CCNC(=O)CC(NS(=O)(=O)c2ccc(NC(C)=O)cc2)C(C)C)cc1OC (stereo not drawn)	10%	?	-12%	9	2%	2%	-3%	14%	5%	0%	5%
Cc1ccc(C)c(NC(=S)NC23CN4CN(CN(C4)C2)C3)c1	-1%	-6%	1%	3	-4%	0%	-7%	3%	3%	-1%	2%
O=C(N[C@@H](Cc1ccccc1)C(=O)OCc1ccccc1)c1nc[nH]c1C(=O)N1CCc2ccccc2C1	10%	-4%	14%	1	-2%	?	13%	-18%	-14%	-15%	5%
CCOc1ccc(OCC)c(NC(=O)CSc2nnc(C3CC3)n2CC)c1	12%	18%	-9%	-5	-4%	?	10%	0%	5%	-2%	5%
CC1(C)CC(NC(=O)c2ccc(Cl)c(Cl)c2)CC(C)(C)N1	-4%	-4%	13%	0	0%	1%	0%	-49%[inhibitor]	-3%	-3%	11%
CO/N=C/c1ccc(N2CCN(C(=O)c3ccc(F)cc3)CC2)c([N+](=O)[O-])c1	-7%	-10%	?	-2	-3%	-2%	7%	12%[7.66 µM]	-11%	-4%	2%
COc1ccc(OC(=O)c2ccncc2)cc1	-4%	5%	-8%	-17	-1%	-23%	-3%	41%	3%	-2%	nt
Cc1ccc(C(=O)N2CCCC(Nc3cccc(F)c3)C2)cc1N1CCNC1=O (stereo not drawn)	3%	-3%	-1%	7	-7%	0%	-3%	9%	2%	0%	1%
CC(C)C(NS(=O)(=O)c1cccc2nsnc12)C(=O)NC1CCCCC1C (stereo not drawn)	-13%	-9%	2%	-12	1%	1%	4%	?	-1%	-6%	4%
Cc1cccc(N2CCN(S(=O)(=O)c3c(C)nc4scc(C)n4c3=O)CC2)c1C	1%	-1%	26µM*	3	3%	-25%	21%	-52%[inhibitor]	-12%	-2%	-7%
